tim23-1 inh: tim23-1 yeast growth inhibition; inhibition, % at 20 µM; hit rate 1.3% among 330,000; S. cerevisiae tim23-1 growth, BacTiter-Glo luminescence, 24 h;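 active = growth inhibition of the mutant yeast at or above 50%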;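 note: temperature-sensitive mutant grown at 25 °C; plate controls were DMSO-treated mutant yeast for no effect and medium wells lacking yeast for full effect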
UPR CHOP act: apoptotic UPR (CHOP) activation; hit rate 0.34% among 330,000; AID 449763; activation, % at 10 µM; CHO-CHOP luciferase reporter, luminescence; percent of tunicamycin response over DMSO baseline;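 active = at 10 µM dose, activation of 40% or more, normalized to positive control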;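 note: 100% = tunicamycin at 10 µg/mL and 0% = DMSO alone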
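Assay system: CHO cells with stable CHOP pathway luciferase reporter; Buffer or medium: F12 plus 10% serum; Times: 16-18 h cell attachment, then 6 h compound exposure, 37 °C; Signal: luciferase luminescence; Read-out basis: percent activation relative to tunicamycin control; Control set: tunicamycin high control, DMSO low control.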
APJ antagonist: blocks the human apelin receptor APJ; P35414; CHO-K1 APJ beta-arrestin complementation, luminescence; inhibition, % at 20 µM; hit rate 0.32% among 330,000;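 active = inhibition above about 40% at 20 µM, limit read from the data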;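 note: cells challenged with 10 nM apelin-13 agonist together with compound; plate controls were apelin-13 plus DMSO wells for no effect and DMSO wells lacking apelin-13 for full effect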
Target sequence (P35414 whole entry, looked up): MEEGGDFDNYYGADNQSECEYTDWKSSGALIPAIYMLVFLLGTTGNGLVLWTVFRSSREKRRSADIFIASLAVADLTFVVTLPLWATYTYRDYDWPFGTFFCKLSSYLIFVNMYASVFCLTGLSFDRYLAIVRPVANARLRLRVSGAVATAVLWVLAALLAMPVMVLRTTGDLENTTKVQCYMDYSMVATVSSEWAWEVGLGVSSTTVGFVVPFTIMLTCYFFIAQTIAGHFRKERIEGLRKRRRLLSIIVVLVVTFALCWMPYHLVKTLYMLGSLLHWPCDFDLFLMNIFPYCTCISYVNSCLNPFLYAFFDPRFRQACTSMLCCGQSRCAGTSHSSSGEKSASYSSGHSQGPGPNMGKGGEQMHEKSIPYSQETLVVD
APJ agonist: APJ receptor agonism | hit rate 0.11% among 330,000 | activation, % at 20 µM | AID 2520 | P35414 | CHO-K1 APJ PathHunter beta-arrestin, luminescence; 0% DMSO wells, 100% apelin;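 active = activation more than six SD over the plate average, tested at 20 µM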;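 note: 0% = DMSO alone and 100% = apelin-13 at 10 nM; some results filed as inactive read as strong as hits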
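Test system: CHO-K1 APJ beta-arrestin complementation cell line. Amount: cell density 1000 per well. Controls: DMSO negative, 10 nM Apelin-13 positive. Signal: luminescent beta-gal fragment complementation, chemiluminescent substrate. Read-out basis: agonist-driven arrestin binding to APJ. Timing: compound stimulation 90 min at 25 °C, detection 60 min.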
CXCR6 inh: CXCR6 (human) receptor inhibition; CHO-K1 PathHunter CXCR6 beta-arrestin, luminescence; inhibition, % at 20 µM; hit rate 0.36% among 360,000; O00574; in the data active = inhibition above about 34%, passing the limit was not always enough;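 note: antagonist mode with CXCL16 agonist at 10 nM final; 0% = 10 nM CXCL16 with DMSO and 100% = unstimulated wells without agonist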
Target sequence (O00574 whole entry, looked up): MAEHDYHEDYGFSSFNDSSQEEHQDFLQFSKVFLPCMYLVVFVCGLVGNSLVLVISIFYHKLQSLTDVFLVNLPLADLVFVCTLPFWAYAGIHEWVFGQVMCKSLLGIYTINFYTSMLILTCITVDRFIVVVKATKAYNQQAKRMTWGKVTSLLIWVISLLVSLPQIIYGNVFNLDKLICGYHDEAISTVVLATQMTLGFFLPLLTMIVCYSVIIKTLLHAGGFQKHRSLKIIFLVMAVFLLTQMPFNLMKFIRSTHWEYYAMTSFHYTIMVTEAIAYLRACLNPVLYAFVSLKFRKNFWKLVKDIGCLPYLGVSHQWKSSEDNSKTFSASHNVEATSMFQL
XBP1 UPR activ: adaptive UPR (XBP1) activation | hit rate 0.33% among 330,000 | activation, % at 20 µM | CHO-XBP1 luciferase reporter, IRE1-XBP1 UPR activation, luminescence; percent of tunicamycin response, DMSO as zero;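 active = versus positive control, 20 µM dose yields 30% or more activation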;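 note: 100% = tunicamycin at 10 µg/mL and 0% = DMSO only wells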
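Material: CHO-XBP1 cells stably carrying IRE1-XBP1-driven luciferase reporter / Amount: 1000 cells per well / Compound: 20 µM, 1% DMSO / Times: 6 h treatment, 37 °C / Detection: luciferase luminescence / Measure: % activation of reporter signal versus tunicamycin and DMSO controls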
tim10-1 inh: inhibits growth of tim10-1 mutant yeast; S. cerevisiae tim10-1 ts strain growth, BacTiter-Glo, 24 h; inhibition, % at 20 µM; hit rate 2.2% among 330,000;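 active = inhibition of at least 40%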;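 note: mutant grown at 25 °C; 0% = DMSO wells with yeast and 100% = wells holding no yeast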
Mdm2-MdmX inh: human Mdm2/MdmX binding inhibition; O15151+Q00987; SaOS-2 split-luciferase Mdm2/MdmX complementation, luminescence; inhibition, % at 8 µM; hit rate 3% among 330,000; AID 485346;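 active = inhibition of at least 50% at 8 µM in the primary screen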
TIM10 inh: TIM10 yeast growth inhibition | S. cerevisiae TIM10 strain growth, BacTiter-Glo luminescence, 24 h | AID 463195 | hit rate 1.4% among 330,000 | inhibition, % at 10 µM;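 active = inhibition of 40% or more at the single tested concentration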;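 note: wild-type TIM10 isogenic control strain grown at permissive 25 °C; 0% = DMSO yeast wells and 100% = minimal medium wells without yeast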
The depositor's hits bear a star. Not all compounds are listed; count on the stated rates, not on these rows.

`Cc1ccc(NC(=O)C(C)c2ccc(-c3ccccc3)c(F)c2)c(C)c1` (stereo not given) gave tim23-1 inh -11, UPR CHOP act -1.6, APJ antagonist -7, APJ agonist -5, CXCR6 inh 5, XBP1 UPR activ -5, tim10-1 inh -9, Mdm2-MdmX inh 17 and TIM10 inh -9.
For COc1ccccc1C(=O)OCC(=O)NC(C)CCc1ccccc1 (stereo not given) the results were tim23-1 inh 26, UPR CHOP act 0.1, APJ antagonist 3, APJ agonist -2, CXCR6 inh 1, XBP1 UPR activ 0, tim10-1 inh 12, Mdm2-MdmX inh -7 and TIM10 inh -6.
Screening COc1ccc(-c2c(C)c3cc(O)ccc3oc2=O)cc1 returned tim23-1 inh 32, UPR CHOP act 1.3, APJ antagonist 7, APJ agonist 0, CXCR6 inh -4, XBP1 UPR activ 1, tim10-1 inh 20, Mdm2-MdmX inh 5 and TIM10 inh -2.
For CC1CCCN(c2ccc(C(=O)OCC(=O)N3c4ccccc4Sc4ccccc43)cc2[N+](=O)[O-])C1 (stereo not given) the results were tim23-1 inh 25, UPR CHOP act 2.9, APJ antagonist 1, APJ agonist 5, CXCR6 inh -2, XBP1 UPR activ 0, tim10-1 inh -8, Mdm2-MdmX inh 14 and TIM10 inh 8.
Screening C=CCN(c1ccc(C(=O)Nc2ccc(C)c(C)c2)cc1)S(C)(=O)=O returned tim23-1 inh 22, UPR CHOP act 0.8, APJ antagonist 10, APJ agonist -2, CXCR6 inh -11, XBP1 UPR activ 0, tim10-1 inh 4, Mdm2-MdmX inh -10 and TIM10 inh 10.
For N#CC(Cc1ccc(OC(F)F)cc1)c1nc2ccccc2[nH]1 (stereo not given) the results were tim23-1 inh 30, UPR CHOP act 4.6, APJ antagonist 3, APJ agonist -1, CXCR6 inh 0, XBP1 UPR activ 1, tim10-1 inh 25, Mdm2-MdmX inh -62 and TIM10 inh 21.
O=C1CN=C(Nc2cccc(C(F)(F)F)c2)N1C1CCCC1 was read as tim23-1 inh 37, UPR CHOP act -2.2, APJ antagonist -22, APJ agonist 2, CXCR6 inh 5, XBP1 UPR activ -1, tim10-1 inh 27, Mdm2-MdmX inh 13 and TIM10 inh 20.
CCOC(=O)C1=C(C)N(CCCC(=O)O)C(=O)NC1c1ccccc1 (stereo not given) was read as tim23-1 inh 8, UPR CHOP act 3.5, APJ antagonist 11, APJ agonist -2, CXCR6 inh 3, XBP1 UPR activ -1, tim10-1 inh 21, Mdm2-MdmX inh 0 and TIM10 inh 12.
Screening COc1ccc(C)cc1NC(=O)CCN1CC(C)OC(C)C1 (stereo not given) returned tim23-1 inh 2, UPR CHOP act -0.2, APJ antagonist -1, APJ agonist -2, CXCR6 inh 2, XBP1 UPR activ 3, tim10-1 inh 7, Mdm2-MdmX inh -25 and TIM10 inh -13.
For Cc1cc(C)n(-c2ccc(C(=O)OCC(=O)N3CCN(c4ccccc4)CC3)cc2)n1 the results were tim23-1 inh 1, UPR CHOP act -0.8, APJ antagonist 3, APJ agonist -2, CXCR6 inh 4, XBP1 UPR activ 0, tim10-1 inh -6, Mdm2-MdmX inh 14 and TIM10 inh 6.
Screening Cc1cccc(N2CCN(C(=O)CS(=O)(=O)Cc3nc(-c4ccccc4F)oc3C)CC2C)c1 (stereo not given) returned tim23-1 inh 15, UPR CHOP act -0.3, APJ antagonist 15, APJ agonist -4, CXCR6 inh -4, XBP1 UPR activ -3, tim10-1 inh 23, Mdm2-MdmX inh 5 and TIM10 inh 8.
`CCOc1ccc2[nH]c(O)c(NC(C)=O)c2c1` gave tim23-1 inh 10, UPR CHOP act 0.3, APJ antagonist -18, APJ agonist 6, CXCR6 inh -5, XBP1 UPR activ 0, tim10-1 inh -19, Mdm2-MdmX inh -22 and TIM10 inh 1.
OCCC1CN(Cc2cccn2-c2ncccn2)CCN1Cc1ccc(F)cc1 (stereo not given) was read as tim23-1 inh 2, UPR CHOP act 0.0, APJ antagonist -6, APJ agonist -3, CXCR6 inh 10, XBP1 UPR activ -1, tim10-1 inh -3, Mdm2-MdmX inh 14 and TIM10 inh -13.
For CCOC(=O)c1oc2ccc(S(=O)(=O)n3nc(-c4ccccc4)cc3N)cc2c1C the results were tim23-1 inh 18, UPR CHOP act 5.0, APJ antagonist -8, APJ agonist 6, CXCR6 inh 5, XBP1 UPR activ 1, tim10-1 inh 13, Mdm2-MdmX inh 28 and TIM10 inh 23.
Screening O=C(O)CSCC(=O)c1ccccc1 returned tim23-1 inh 4, UPR CHOP act -1.2, APJ antagonist 10, APJ agonist -5, CXCR6 inh -2, XBP1 UPR activ 0, tim10-1 inh 3, Mdm2-MdmX inh 17 and TIM10 inh 1.
For Cn1c2ccccc2c2c(C(=O)NCC3CCCO3)cn(C3CCCC3)c(=O)c21 (stereo not given) the results were tim23-1 inh 13, UPR CHOP act -1.8, APJ antagonist -3, APJ agonist 3, CXCR6 inh 0, XBP1 UPR activ -1, tim10-1 inh 4, Mdm2-MdmX inh -8 and TIM10 inh 14.
COc1cc(OC)cc(C(=O)N2CCC3(CC2)NCCc2[nH]cnc23)c1 was read as tim23-1 inh -2, UPR CHOP act -0.8, APJ antagonist -6, APJ agonist 1, CXCR6 inh 2, XBP1 UPR activ -2, tim10-1 inh 3, Mdm2-MdmX inh 28 and TIM10 inh 0.
For CC(C)CCNC(=O)NC(=O)COc1ccccc1C#N the results were tim23-1 inh 16, UPR CHOP act 6.0, APJ antagonist 4, APJ agonist -2, CXCR6 inh -1, XBP1 UPR activ 5, tim10-1 inh 24, Mdm2-MdmX inh -49 and TIM10 inh -3.
`COc1ccc(N2CCN(CC(=O)c3ccc(O)c(C)c3O)CC2)cc1` gave tim23-1 inh 18, UPR CHOP act 1.5, APJ antagonist 10, APJ agonist -1, CXCR6 inh -1, XBP1 UPR activ -2, tim10-1 inh 23, Mdm2-MdmX inh 32 and TIM10 inh 2.
For Cc1noc(C)c1C(=O)N(CC(=O)NC1CCCC1)Cc1ccccc1F the results were tim23-1 inh -6, UPR CHOP act -2.1, APJ antagonist 6, APJ agonist 0, CXCR6 inh 0, XBP1 UPR activ -4, tim10-1 inh -12, Mdm2-MdmX inh 1 and TIM10 inh -6.
`COc1ccc(OC)c(NC(=O)c2cccnc2Sc2ccccc2)c1` gave tim23-1 inh -2, UPR CHOP act 0.1, APJ antagonist -18, APJ agonist 3, CXCR6 inh 4, XBP1 UPR activ -1, tim10-1 inh -3, Mdm2-MdmX inh -24 and TIM10 inh 5.
Screening CC(=O)Nc1ccc(C(=O)c2ccccc2)cc1 returned tim23-1 inh -10, UPR CHOP act -1.4, APJ antagonist 11, APJ agonist 2, CXCR6 inh 1, XBP1 UPR activ 0, tim10-1 inh -10, Mdm2-MdmX inh 21 and TIM10 inh 8.
Screening O=C1NC(=O)/C(=C\c2ccc(OCc3cccc([N+](=O)[O-])c3)cc2)N1 returned tim23-1 inh 4, UPR CHOP act 4.4, APJ antagonist 7, APJ agonist 0, CXCR6 inh 11, XBP1 UPR activ 6, tim10-1 inh 7, Mdm2-MdmX inh 14 and TIM10 inh 0.
O=C(Nc1nnc(C2CC2)s1)c1cc2ccccc2o1 was read as tim23-1 inh 14, UPR CHOP act 2.7, APJ antagonist 20, APJ agonist 7, CXCR6 inh 10, XBP1 UPR activ -2, tim10-1 inh 8, Mdm2-MdmX inh -37 and TIM10 inh -7.
O=C(/C=C/c1ccco1)N1CCN(S(=O)(=O)c2cccs2)CC1 was read as tim23-1 inh -2, UPR CHOP act 1.9, APJ antagonist 9, APJ agonist -1, CXCR6 inh 8, XBP1 UPR activ 7, tim10-1 inh 3, Mdm2-MdmX inh 3 and TIM10 inh -4.
Cc1cccc(NC(=O)c2csnn2)n1 was read as tim23-1 inh 6, UPR CHOP act 0.2, APJ antagonist 0, APJ agonist 2, CXCR6 inh 8, XBP1 UPR activ 1, tim10-1 inh 3, Mdm2-MdmX inh -9 and TIM10 inh -10.
For Nc1nc(SCC(=O)Nc2ccc(OC(F)(F)F)cc2)[nH]c(=O)c1NC(=O)c1ccc(Br)o1 the results were tim23-1 inh -23, UPR CHOP act -0.1, APJ antagonist -6, APJ agonist -3, CXCR6 inh -15, XBP1 UPR activ -2, tim10-1 inh -14, Mdm2-MdmX inh 0 and TIM10 inh -5.
Cc1cc(C2=NNC(=Nc3ccccc3)SC2)c(C)n1C was read as tim23-1 inh -1, UPR CHOP act 6.0, APJ antagonist 1, APJ agonist -2, CXCR6 inh 2, XBP1 UPR activ -2, tim10-1 inh -1, Mdm2-MdmX inh -90 and TIM10 inh 3.
`Cc1cc([N+](=O)[O-])ccc1Nc1nc2ccccc2n2cnnc12` gave tim23-1 inh -1, UPR CHOP act 0.5, APJ antagonist 7, APJ agonist -2, CXCR6 inh 2, XBP1 UPR activ 2, tim10-1 inh 19, Mdm2-MdmX inh -8 and TIM10 inh 11.
Screening CCCOc1ccc(Cc2c(O)nc(SC)[nH]c2=O)cc1C returned tim23-1 inh 10, UPR CHOP act 2.4, APJ antagonist -10, APJ agonist -1, CXCR6 inh 0, XBP1 UPR activ -3, tim10-1 inh 11, Mdm2-MdmX inh 34 and TIM10 inh 7.
CCN(Cc1ccccc1)C(=O)CCNS(=O)(=O)c1ccc2c(c1)CC(C)N2C(C)=O (stereo not given) was read as tim23-1 inh 10, UPR CHOP act 0.1, APJ antagonist 15, APJ agonist 0, CXCR6 inh 0, XBP1 UPR activ -7, tim10-1 inh 0, Mdm2-MdmX inh 30 and TIM10 inh -11.

Arranged by count of non-hydrogen atoms (falling): part of the list above.
CCN(Cc1ccccc1)C(=O)CCNS(=O)(=O)c1ccc2c(c1)CC(C)N2C(C)=O (stereo not given) was read as tim23-1 inh 10, UPR CHOP act 0.1, APJ antagonist 15, APJ agonist 0, CXCR6 inh 0, XBP1 UPR activ -7, tim10-1 inh 0, Mdm2-MdmX inh 30 and TIM10 inh -11.
`COc1ccc(OC)c(NC(=O)c2cccnc2Sc2ccccc2)c1` gave tim23-1 inh -2, UPR CHOP act 0.1, APJ antagonist -18, APJ agonist 3, CXCR6 inh 4, XBP1 UPR activ -1, tim10-1 inh -3, Mdm2-MdmX inh -24 and TIM10 inh 5.
`Cc1cc([N+](=O)[O-])ccc1Nc1nc2ccccc2n2cnnc12` gave tim23-1 inh -1, UPR CHOP act 0.5, APJ antagonist 7, APJ agonist -2, CXCR6 inh 2, XBP1 UPR activ 2, tim10-1 inh 19, Mdm2-MdmX inh -8 and TIM10 inh 11.
O=C(/C=C/c1ccco1)N1CCN(S(=O)(=O)c2cccs2)CC1 was read as tim23-1 inh -2, UPR CHOP act 1.9, APJ antagonist 9, APJ agonist -1, CXCR6 inh 8, XBP1 UPR activ 7, tim10-1 inh 3, Mdm2-MdmX inh 3 and TIM10 inh -4.
Cc1cccc(NC(=O)c2csnn2)n1 was read as tim23-1 inh 6, UPR CHOP act 0.2, APJ antagonist 0, APJ agonist 2, CXCR6 inh 8, XBP1 UPR activ 1, tim10-1 inh 3, Mdm2-MdmX inh -9 and TIM10 inh -10.
